Assay outcomes: PubChem, MTDP
RNase H inhibition – RNase H inhibition, HIV 1 Gag Pol polyprotein, FRET biochemical assay, screening (AID 372). inhibition, % at 10 µM, or IC50 in µM where a hit was titrated. HIV-1 RT RNase H, FRET RNA/DNA substrate fluorescence; higher % means a stronger effect. 0.77% of 100,000 active; in the data active = inhibition above about 50%
Numbers without * were called inactive. An excerpt; count on the stated rates, not on these rows.

The first 27 compounds, to show the layout:
SMILES | RNase H inhibition
O=C(c1ccccc1)N1CCN(Cc2ccc(Br)cc2)CC1 | 9%
CC(C)N1CCC(=NNC(=O)c2cccc([N+](=O)[O-])c2)CC1 | 11%
Cn1cnnc1Sc1cc(N2CCCC2)ccc1[N+](=O)[O-] | 2%
O=C(/C=C/c1cn(-c2ccccc2)nc1-c1cccs1)c1cccs1 | 15%
C=CCNC(=O)CN(c1ccc(OC)c(Cl)c1)S(=O)(=O)c1ccc(C)cc1 | 15%
COc1cc(C=Nc2ccccc2C(=O)Nc2ccccc2)cc(OC)c1OC | 8%
O=C(O)CCCC(=O)NCc1cccnc1 | 8%
COP(=O)(OC)C(Nc1cc(Cl)cc(Cl)c1)c1cccc(O)c1 (centres undefined) | 8%
O=C(NC(=S)Nc1ccc(Cl)c([N+](=O)[O-])c1)c1cc2ccccc2o1 | 13%
Cc1ccc(C(=O)Nc2ccc(S(=O)(=O)Nc3cc(C)on3)cc2)cc1 | 4%
CC1=C(C(=O)OCCOc2ccccc2)C(c2cccc(Cl)c2Cl)C2=C(CC(c3ccccc3)CC2=O)N1 (centres undefined) | 7%
O=C(N/N=C/c1ccccc1F)c1ccc(Cl)c(Cl)c1 | 1%
CCOC(=O)COc1ccc(/C=C2/NC(=S)NC2=O)cc1OC | 4%
CCN(CC)C(=O)N1c2ccccc2CCc2ccccc21 | 0%
COc1cccc(N2C(=O)c3ccccc3C2=O)c1 | 0%
COc1cc(NC(=O)c2cc3nc(-c4ccc([N+](=O)[O-])cc4)cc(C(F)(F)F)n3n2)cc(OC)c1OC | 2%
CCCC1(O)CC(c2ccccc2)NC(c2ccccc2)C1CC (centres undefined) | 9%
COc1ccc(OCCOCCOc2ccc(I)cc2)cc1 | 23%
COc1ccc(CC(=O)Nc2cc(Cl)ccc2Cl)cc1 | 0%
O=C(Nc1ccc(Cc2ccncc2)cc1)c1ccc(-c2cccc(Cl)c2)o1 | 13%
Cc1cc(C)c2nc3s/c(=C\c4ccccc4)c(=O)n3c2c1 | 11%
COc1ccc(CCNC(=S)Nc2cccc(Cl)c2)cc1 | 42%
N#CCC(=O)N1CCN(C(c2ccccc2)c2ccccc2)CC1 | 11%
NC(=S)N/N=C/c1ccc(C2C=CCC2)s1 (centres undefined) | 13%
COc1cc(NC(=O)c2ccccc2Cl)c(OC)cc1Cl | 7%
O=C(Nc1c(C(=O)Nc2ccc(Br)cc2)cnn1-c1ccccc1)c1ccccc1 | 18%
COc1cccc(CN2CCN(C(=O)c3cccc(F)c3)CC2)c1OC | 0%

The list itself, repeating the preview:
SMILES | RNase H inhibition
O=C(c1ccccc1)N1CCN(Cc2ccc(Br)cc2)CC1 | 9%
CC(C)N1CCC(=NNC(=O)c2cccc([N+](=O)[O-])c2)CC1 | 11%
Cn1cnnc1Sc1cc(N2CCCC2)ccc1[N+](=O)[O-] | 2%
O=C(/C=C/c1cn(-c2ccccc2)nc1-c1cccs1)c1cccs1 | 15%
C=CCNC(=O)CN(c1ccc(OC)c(Cl)c1)S(=O)(=O)c1ccc(C)cc1 | 15%
COc1cc(C=Nc2ccccc2C(=O)Nc2ccccc2)cc(OC)c1OC | 8%
O=C(O)CCCC(=O)NCc1cccnc1 | 8%
COP(=O)(OC)C(Nc1cc(Cl)cc(Cl)c1)c1cccc(O)c1 (centres undefined) | 8%
O=C(NC(=S)Nc1ccc(Cl)c([N+](=O)[O-])c1)c1cc2ccccc2o1 | 13%
Cc1ccc(C(=O)Nc2ccc(S(=O)(=O)Nc3cc(C)on3)cc2)cc1 | 4%
CC1=C(C(=O)OCCOc2ccccc2)C(c2cccc(Cl)c2Cl)C2=C(CC(c3ccccc3)CC2=O)N1 (centres undefined) | 7%
O=C(N/N=C/c1ccccc1F)c1ccc(Cl)c(Cl)c1 | 1%
CCOC(=O)COc1ccc(/C=C2/NC(=S)NC2=O)cc1OC | 4%
CCN(CC)C(=O)N1c2ccccc2CCc2ccccc21 | 0%
COc1cccc(N2C(=O)c3ccccc3C2=O)c1 | 0%
COc1cc(NC(=O)c2cc3nc(-c4ccc([N+](=O)[O-])cc4)cc(C(F)(F)F)n3n2)cc(OC)c1OC | 2%
CCCC1(O)CC(c2ccccc2)NC(c2ccccc2)C1CC (centres undefined) | 9%
COc1ccc(OCCOCCOc2ccc(I)cc2)cc1 | 23%
COc1ccc(CC(=O)Nc2cc(Cl)ccc2Cl)cc1 | 0%
O=C(Nc1ccc(Cc2ccncc2)cc1)c1ccc(-c2cccc(Cl)c2)o1 | 13%
Cc1cc(C)c2nc3s/c(=C\c4ccccc4)c(=O)n3c2c1 | 11%
COc1ccc(CCNC(=S)Nc2cccc(Cl)c2)cc1 | 42%
N#CCC(=O)N1CCN(C(c2ccccc2)c2ccccc2)CC1 | 11%
NC(=S)N/N=C/c1ccc(C2C=CCC2)s1 (centres undefined) | 13%
COc1cc(NC(=O)c2ccccc2Cl)c(OC)cc1Cl | 7%
O=C(Nc1c(C(=O)Nc2ccc(Br)cc2)cnn1-c1ccccc1)c1ccccc1 | 18%
COc1cccc(CN2CCN(C(=O)c3cccc(F)c3)CC2)c1OC | 0%
O=C(Cc1ccccc1)NCC(=O)N/N=C/c1ccc(C(=O)O)cc1 | 0%
O=C(NCCc1ccccc1)C1CC(=O)N(c2ccc(Br)cc2)C1 (centres undefined) | 1%
O=C1c2ccccc2C(=O)N1CC(=O)N(Cc1ccccc1)c1cccc([N+](=O)[O-])c1 | 8%
O=C(CN(c1cccc([N+](=O)[O-])c1)S(=O)(=O)c1ccccc1)N[C@@H]1C[C@H]2CC[C@@H]1C2 | 0%
Cc1ccccc1C(=O)Nc1cccc(NC(=O)c2ccc(-c3ccc([N+](=O)[O-])cc3C)o2)c1 | 5%
O=C(O)CCCNS(=O)(=O)c1ccc(NCc2ccccc2)c(C(=O)O)c1 | 0%
COc1ccc(-c2cc(=O)n3[nH]c(-c4cccc(F)c4)cc3n2)cc1 | 0%
Cc1cc2nc(-c3ccc(C)c(NC(=O)c4ccc([N+](=O)[O-])c(C)c4)c3)oc2cc1C | 20%
O=C1NC(=S)NC(=O)C1=Cc1ccc(OCCOc2ccccc2Cl)cc1 | 34%
CC(=O)Nc1ccc(NC(=O)c2c(Br)c(Br)c(Br)c(Br)c2C(=O)O)cc1 | 20%
CCCCCCCC(=O)N/N=C(/C)c1ccccc1Cl | 40%
S=c1[nH]nc(-c2ccc(Cl)cc2)n1N=C/C(Br)=C/c1ccccc1 | 33%
CCOc1ccc2c(=O)c(-c3ccccc3OC)c(C(F)(F)F)oc2c1 | 14%

Overlap with the part before: 2 entries, then new ones.
SMILES | RNase H inhibition
S=c1[nH]nc(-c2ccc(Cl)cc2)n1N=C/C(Br)=C/c1ccccc1 | 33%
CCOc1ccc2c(=O)c(-c3ccccc3OC)c(C(F)(F)F)oc2c1 | 14%
COc1ccc(-c2cc(-c3ccc4ccccc4c3O)[nH]n2)cc1 | 19%
CCN(CC)c1ccc(NC(=O)c2oc3ccccc3c2C)cc1 | 16%
Cc1ccc(/C(O)=C2/C(=O)C(=O)N(c3ccccc3)C2c2ccccc2)cc1 (centres undefined) | 0%
CN(C)c1ccc(/C=C2/C(=O)NN(c3cccc(Cl)c3)C2=O)cc1 | 15%
CC(C)(C)c1ccc(C(=O)N/C(N)=N\c2nc3ccccc3o2)cc1 | 12%
COc1cc2ccccc2cc1C(=O)Nc1ccc(N2CCOCC2)cc1 | 8%
CCc1ccc(OCC(=O)NC(NC(=S)Nc2ccccc2)C(Cl)(Cl)Cl)cc1 (centres undefined) | 4%
COc1ccc(N/C(C)=C(\C#N)C(N)=O)cc1 | 16%
CCOc1ccc(NS(=O)(=O)c2ccc(OC)c(Br)c2)cc1 | 6%
Cc1csc(NC(=O)CCC2CCCC2)n1 | 0%
NS(=O)(=O)c1ccc(N=Cc2ccccc2)cc1 | 10%
O=C1OC(c2ccccc2F)=N/C1=C\c1cccc2ccccc12 | 16%
CCOC(=O)c1sc(NC(=O)c2cc(-c3ccc(OC)c(OC)c3)nc3ccccc23)c(C(=O)OCC)c1C | 0%
COc1ccc(OCC(=O)Nc2ccc3oc(-c4cccnc4)nc3c2)cc1 | 10%
CCCCc1ccc(-n2sc3c(c2=S)-c2ccccc2NC3(C)C)cc1 | 15%
COCCNC(=O)c1ccc(CN(c2cccc(Cl)c2)S(=O)(=O)c2ccc(C)cc2)cc1 | 17%
O=[N+]([O-])c1ccc(N/N=C/c2cc(Cl)ccc2OCc2ccccc2)cc1 | 28%
O=c1c(CN2CCSCC2)coc2c(Cl)cc(Cl)cc12 | 3%
COc1ccc(C(=O)/C=C/Nc2ccccc2NS(=O)(=O)c2ccc([N+](=O)[O-])cc2)cc1OC | 11%
O=S(=O)(Nc1ccccc1O)c1ccccc1 | 0%
Cc1cc(C)nc(/N=C(/NC(=O)Cc2ccccc2)N2CCC(C(N)=O)CC2)n1 | 11%
C=CCNC(=O)C(=O)Nc1cccc(C(F)(F)F)c1 | 0%
CC1(C)Cc2c(sc3nc(SCCOc4ccccc4)nc(N)c23)CO1 | 14%
Cc1cc(Br)cc2c(N=NC(=O)COc3ccc4ccccc4c3)c(O)n(C)c12 | 9%
N#CC1=C(N)OC2=C(C(=O)CCC2)C1c1ccc2ccccc2c1 (centres undefined) | 5%
O=c1/c(=C/c2ccccn2)sc2n1CN(c1cccc(C(F)(F)F)c1)CN=2 | 12%
NS(=O)(=O)c1ccc2c(c1)C(=O)c1cc(S(N)(=O)=O)ccc1-2 | 6%
O=c1c(CN2CCC(O)(c3ccc(Br)cc3)CC2)coc2ccccc12 | 11%
O=[N+]([O-])c1ccccc1N/N=C/c1ccccc1OCc1ccccc1 | 4%
O=C(Cc1ccc(Br)cc1)N1CCN(c2ccccc2)CC1 | 7%
COc1ccc(/C=C2N=C(/C=C/c3ccccc3)OC/2=O)cc1 | 3%
COc1ccc(/C=C(\C#N)c2nc(-c3cccc([N+](=O)[O-])c3)cs2)cc1 | 7%
CCOc1ccc2c(c1)=C(c1sc(=S)n(Cc3ccccc3)c1O)C(=O)N=2 | 5%
Cc1cc(C)n(-c2cc(O)c(-n3nc(C)cc3C)cc2O)n1 | 15%
CC1=C(C(=O)Nc2ccc(C)cc2)C(c2cccs2)NC(=O)N1C (centres undefined) | 6%
O=C(NC1CCSC1=O)c1ccccc1 (centres undefined) | 0%
Cc1nn(-c2ccc(F)cc2)c(C)c1-c1cccc([N+](=O)[O-])c1 | 2%
COc1ccc(OC)c(NC(=S)NC(NC(=O)c2ccc(Br)cc2)C(Cl)(Cl)Cl)c1 (centres undefined) | 17%
COc1ccccc1N(C=NC#N)CC#N | 11%
CC(=O)C1=C(C)NC(SCC(=O)c2cc(Cl)ccc2Cl)=C(C#N)C1c1ccco1 (centres undefined) | 14%
O=c1/c(=C/c2ccccc2OCc2ccc(Cl)c(Cl)c2)sc2nc3ccccc3n12 | 10%
COCCNCCOc1ccc(F)cc1 | 0%
CC1=C(C(=O)OCC2CCCO2)C(c2cccc(C(F)(F)F)c2)C2=C(CC(C)(C)CC2=O)N1 (centres undefined) | 9%
COc1ccc(-n2nc3cc(C)c(NC(=O)c4cccc([N+](=O)[O-])c4C)cc3n2)cc1 | 15%
CC(=O)c1cccc(NC(=O)C23CC4CC(CC(C4)C2)C3)c1 | 12%
O=S(=O)(Nc1ncccc1O)c1ccc(Cl)cc1 | 6%
C(=NN1CCN(C2c3ccccc3-c3ccccc32)CC1)c1ccco1 | 34%
O=C(NC(c1ccccc1)c1ccccc1)c1ccc(Cl)cc1Cl | 0%
C=CCN1C(=O)/C(=C\c2ccc(OCCOc3cccc(OC)c3)cc2)SC1=S | 9%
Fc1cccc(CSc2nnnn2-c2ccc3c(c2)OCO3)c1 | 37%
CCOC(=O)c1c(NC(=O)c2ccccc2C)sc(C(=O)Nc2ccccc2OC)c1C | 6%
CC(C)NC(=O)c1c(O)c2ccccc2n(C)c1=O | 2%
CCOc1ccc(Nc2nc(-c3ccc(Cl)c(Cl)c3)cs2)cc1 | 16%
COc1cc(CN2CCN(Cc3ccc([N+](=O)[O-])cc3)CC2)c([N+](=O)[O-])cc1OC | 18%
O=C1c2ccccc2C(=O)N1c1nccs1 | 0%
COc1ccccc1OCCOCCOc1ncnc2ccccc12 | 4%
COc1ccc(CCN(C(=O)/C=C/C(=O)O)C2CC(=O)N(c3ccc(F)cc3)C2=O)cc1 (centres undefined) | 0%
COc1ccc([N+](=O)[O-])cc1NC(=O)c1ccc(Cl)cc1 | 15%
CC(=O)CCN(CCC(C)=O)CC1COc2ccccc2O1 (centres undefined) | 0%
O=C(COc1ccc(Cl)cc1Cl)NNC(=O)C1COc2ccccc2O1 (centres undefined) | 18%
Additional compounds.
SMILES | RNase H inhibition
Cc1ccc(C(=O)O)cc1N1C(=O)c2ccc(C(=O)O)cc2C1=O | 0%
Cc1cccc2c(N=NC(=O)COc3cccc(Br)c3)c(O)n(C)c12 | 20%
O=S(=O)(Nc1ccc(F)cc1F)c1ccc2ccccc2c1 | 15%
CCOc1ccc(NC(=O)C2C3/C=C\CCCCC32)cc1 (centres undefined) | 4%
O=C(O)c1ccc(-c2nnc(-c3cccc(Br)c3)o2)cc1 | 6%
Cc1cc(C(=O)N/N=C/c2ccc(-c3cccc(Cl)c3Cl)o2)n[nH]1 | 47%
CCOCCOC(=O)c1ccc(NC(=O)c2ccco2)cc1 | 17%
Oc1ccc(O)c(-c2csc(NN=C(c3ccccc3)c3ccccc3)n2)c1 | 33%
O=C(O)C1C2CC/C=C\CC/C=C/CCC21 (centres undefined) | 2%
COc1cccc(NC(=O)C(=O)N/N=C/c2cc(OC)ccc2OC)c1 | 31%
CCCC1CCC(c2ccc(-c3nnc(-c4ccccc4C)o3)cc2)CC1 (centres undefined) | 12%
CCOC(=O)C1=C(C)N=c2s/c(=C\c3ccccc3O)c(=O)n2C1c1c(OC)ccc2ccccc12 (centres undefined) | 8%
Cc1cc(C)c(C(=O)/C(=C/c2cccc(Br)c2)c2ccccc2)c(=O)[nH]1 | 13%
Cc1sc(NC(=O)c2ccc3c(c2)OCO3)c(C#N)c1C | 3%
Cc1n[nH]c(C)c1CCC(=O)N/N=C/c1ccc(Cl)cc1Cl | 9%
O=C1N=C(N2CCOCC2)S/C1=C/c1cccs1 | 17%
O=C(O)C1C(c2ccccc2)C(C(=O)OCc2ccco2)C1c1ccccc1 (centres undefined) | 0%
COc1ccc(C2CC(=O)NC(SCC(=O)Nc3ccc(Br)cc3)=C2C#N)cc1OCc1ccccc1 (centres undefined) | 16%
CCOc1ccc(N(CC(=O)Nc2cccc(OC)c2)S(=O)(=O)c2ccc(SC)cc2)cc1 | 12%
